Bioassay records from PubChem BioAssay.
LYP inh 2: PTPN22 phosphatase inhibitors, primary screen, biochemical, DiFMUP fluorescence, 2 µM. inhibition, % at 2 µM. actives 0.21% (n = 96,000). Tyrosine-protein phosphatase non-receptor type 22 (Homo sapiens), Q9Y2R2. recombinant LYP catalytic domain;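 active means inhibition at 2 µM at or above a set limit, the screen mean plus 3 SD, cut at about 24% in these data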;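 further: 0% = DMSO with enzyme and 100% = enzyme fully blocked by orthovanadate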
Target sequence (Q9Y2R2 whole entry, looked up, the tested form may be a part): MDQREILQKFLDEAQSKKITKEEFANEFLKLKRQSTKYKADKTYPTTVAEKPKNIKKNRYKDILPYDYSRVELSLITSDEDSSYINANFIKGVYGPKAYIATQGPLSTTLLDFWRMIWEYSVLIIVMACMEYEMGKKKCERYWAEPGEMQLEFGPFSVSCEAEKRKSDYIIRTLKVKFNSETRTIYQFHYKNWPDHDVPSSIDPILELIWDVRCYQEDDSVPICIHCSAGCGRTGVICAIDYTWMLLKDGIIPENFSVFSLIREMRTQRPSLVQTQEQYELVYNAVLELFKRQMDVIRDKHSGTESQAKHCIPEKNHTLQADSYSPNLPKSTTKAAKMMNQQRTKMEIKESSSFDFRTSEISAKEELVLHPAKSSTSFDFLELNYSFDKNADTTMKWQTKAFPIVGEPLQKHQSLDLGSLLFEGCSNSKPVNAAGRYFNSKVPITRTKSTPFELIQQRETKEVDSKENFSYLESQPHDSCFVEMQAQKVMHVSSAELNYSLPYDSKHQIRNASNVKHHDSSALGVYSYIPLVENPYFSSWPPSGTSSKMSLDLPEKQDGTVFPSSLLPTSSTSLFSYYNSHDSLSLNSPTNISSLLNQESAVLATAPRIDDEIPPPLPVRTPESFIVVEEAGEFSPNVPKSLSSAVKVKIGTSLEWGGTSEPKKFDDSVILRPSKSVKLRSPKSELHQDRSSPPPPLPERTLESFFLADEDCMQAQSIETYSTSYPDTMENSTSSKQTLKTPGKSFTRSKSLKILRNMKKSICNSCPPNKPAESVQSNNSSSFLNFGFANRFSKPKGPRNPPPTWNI
Candida biofilm: clotrimazole potentiators killing Candida biofilms, primary screen, with clotrimazole, Alamar Blue; C. albicans biofilm + clotrimazole; inhibition, % at 6 µM; actives 0.14% (n = 85,000); AID 834, 2007;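 active means inhibition above 20%; inactive means inhibition below 20%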;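 further: preformed 24 hr biofilms exposed to compound for 48 hr; 0% = biofilm without compound and 100% = blank killed by clotrimazole plus chlorhexidine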
CYP2C9 act: human CYP2C9 activators, primary screen, biochemical, luminescence; Cytochrome P450 2C9 (Homo sapiens), P11712; recombinant CYP2C9, luciferin-H conversion; stronger effect = higher value; factor 1 = untreated enzyme, 0 = blocked; activation factor at 5 µM; actives 1.4% (n = 96,000);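 active means activation factor of 2 or more for CYP2C9 at a 5 µM dose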;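 further: 0 = sulfaphenazole-blocked wells and 1 = vehicle-only wells; values of inactives mirror those of a sister screen read the other way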
LYP act: LYP phosphatase activators, primary screen, biochemical, DiFMUP fluorescence, 2 µM; AID 697, 2007; Tyrosine-protein phosphatase non-receptor type 22 (Homo sapiens), Q9Y2R2; actives 0.11% (n = 96,000); recombinant LYP; 0 = plate median, 100 = signal doubled; activation, % at 2 µM;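 active means activation at 2 µM above a set limit, the mean plus 5 SD, cut at about 37% in these data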
PLK1 kinase inh: human PLK1 kinase inhibitors, primary screen, biochemical, TR-FRET. Serine/threonine-protein kinase PLK1 (Homo sapiens), P53350. AID 619, 2007. recombinant PLK1 kinase, TR-FRET peptide phosphorylation. inhibition, % at 10 µM. actives 0.53% (n = 97,000);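 active means inhibition of 50% or more in the single-concentration screen; inactive means inhibition below 50%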;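 further: 0% = DMSO max control and 100% = H-89 dihydrochloride min control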
CYP2C9 inhib: blockers of cytochrome P450 2C9 activity – biochemical, luminescence, ADME assay, primary screen. P11712. CYP2C9 Supersomes, luciferin-H conversion. inhibition, % at 5 µM. actives 20% (n = 96,000). AID 777, 2007;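 active means blocking of liver enzyme CYP2C9 beyond about 50% at 5 µM, limit read from the data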; further: values of inactives mirror those of a sister screen read the other way
Plk1 PBD FP: Plk1 polo box domain binding inhibitors, primary screen, biochemical, fluorescence polarization. actives 0.13% (n = 97,000). Plk1 PBD phosphopeptide binding. inhibition, %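 (tested at about 20 µM)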; in the data active means inhibition above about 34%, passing the limit was not always enough
EphB4 ephrin blk: EphB4-ephrin-B2 interaction antagonists, primary screen, biochemical, TNYL-RAW peptide probe, fluorescence polarization; actives 0.15% (n = 97,000); AID 720, 2007; EphB4 LBD / TNYL-RAW-Alexa532 peptide; inhibition, % at 7 µM;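 active means inhibition above the screen-wide mean inhibition plus 3 SD, cut at about 15% in these data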;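 further: 0% = DMSO wells and 100% = excess unlabeled TNYL-RAW peptide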
HIV Rev-RRE inh: HIV-1 Rev-RRE binding inhibitors, primary screen, biochemical, FRET, protein-RNA interaction | Rev peptide-RRE RNA binding | inhibition, % at 8 µM | actives 0.79% (n = 97,000) | AID 704, 2007;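 active means inhibition above the screen-wide mean plus 3 SD, cut at about 35% in these data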;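 further: 0% = median DMSO wells and 100% = median Neomycin B control wells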
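Probe or stimulus: fluorescein-Rev peptide as binding partner; assay system: Cy5-tagged RRE RNA duplex with fluorescein-tagged Rev peptide; timing: 5 min compound–RNA preincubation, then 15 min with peptide, 25 °C; medium: HEPES pH 7.5 buffer with KCl, MgCl2, NaCl and EDTA; signal: fluorescein-to-Cy5 FRET, 480 nm excitation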
An asterisk follows results filed as active; / = no result given. Outcome played no part in choosing rows; 20% or so of the library scored in one or more.

Start of the listing, in advance, 12 compounds:
SMILES	LYP inh 2	Candida biofilm	CYP2C9 act	LYP act	PLK1 kinase inh	CYP2C9 inhib	Plk1 PBD FP	EphB4 ephrin blk	HIV Rev-RRE inh
O=C(CSc1nnc(-c2ccoc2)o1)N1CCOCC1	4	2	1.1	-5	3	-13	2	2	8
Cc1ccc(-c2csc(NC(=O)CSc3nc(C)cc(=O)[nH]3)n2)cc1	-7	4	0.2	7	-6	82*	-2	-5	6
CC1(C)C(C=C(Cl)Cl)C1C(=O)N1CCN(c2ccccc2)CC1 (stereo not drawn)	-7	8	0.7	7	-9	26	15	0	4
O=C(COC(=O)c1cncc(Br)c1)NC1CC1	6	4	1	-3	-10	-2	11	2	5
CC1Cc2cc(/C(O)=C3\C(=O)C(=O)N(CCN(C)C)C3c3ccccc3F)ccc2O1 (stereo not drawn)	0	/	1.1	-3	-15	-5	-7	-2	0
Cc1ccccc1C(=O)N=c1c(C#N)cc2c(=O)n3cccc(C)c3nc2n1Cc1ccco1	-6	6	0.9	4	-5	6	-13	-1	23
Cc1nnc(SC(C)C(=O)Nc2ccc(S(=O)(=O)NC3CCCCC3)cc2)s1 (stereo not drawn)	-2	5	/	2	-7	/	-13	-10	14
CC(=O)N1CCc2cc(S(=O)(=O)CCC(=O)O)ccc21	0	-4	0.9	-2	-2	8	24	-3	14
CCOC(=O)Cc1csc(NC(=O)c2ccc(OC)c(OC)c2)n1	-2	4	0.8	-1	-9	22	5	0	1
COC(=O)Cc1cc(=O)n2[nH]c(SC)nc2n1	-1	4	0.4	3	-2	64*	-10	-6	10
O=C(CNS(=O)(=O)c1ccc(Br)s1)N1CCN(C(=O)c2ccco2)CC1	6	2	0.7	-4	-9	31	-13	0	0
CCC(=O)N1CCc2cc(S(=O)(=O)CCC(=O)Nc3nc(C)cs3)ccc21	-2	8	/	5	-1	/	6	-9	-6

The list itself, repeating the preview:
SMILES	LYP inh 2	Candida biofilm	CYP2C9 act	LYP act	PLK1 kinase inh	CYP2C9 inhib	Plk1 PBD FP	EphB4 ephrin blk	HIV Rev-RRE inh
O=C(CSc1nnc(-c2ccoc2)o1)N1CCOCC1	4	2	1.1	-5	3	-13	2	2	8
Cc1ccc(-c2csc(NC(=O)CSc3nc(C)cc(=O)[nH]3)n2)cc1	-7	4	0.2	7	-6	82*	-2	-5	6
CC1(C)C(C=C(Cl)Cl)C1C(=O)N1CCN(c2ccccc2)CC1 (stereo not drawn)	-7	8	0.7	7	-9	26	15	0	4
O=C(COC(=O)c1cncc(Br)c1)NC1CC1	6	4	1	-3	-10	-2	11	2	5
CC1Cc2cc(/C(O)=C3\C(=O)C(=O)N(CCN(C)C)C3c3ccccc3F)ccc2O1 (stereo not drawn)	0	/	1.1	-3	-15	-5	-7	-2	0
Cc1ccccc1C(=O)N=c1c(C#N)cc2c(=O)n3cccc(C)c3nc2n1Cc1ccco1	-6	6	0.9	4	-5	6	-13	-1	23
Cc1nnc(SC(C)C(=O)Nc2ccc(S(=O)(=O)NC3CCCCC3)cc2)s1 (stereo not drawn)	-2	5	/	2	-7	/	-13	-10	14
CC(=O)N1CCc2cc(S(=O)(=O)CCC(=O)O)ccc21	0	-4	0.9	-2	-2	8	24	-3	14
CCOC(=O)Cc1csc(NC(=O)c2ccc(OC)c(OC)c2)n1	-2	4	0.8	-1	-9	22	5	0	1
COC(=O)Cc1cc(=O)n2[nH]c(SC)nc2n1	-1	4	0.4	3	-2	64*	-10	-6	10
O=C(CNS(=O)(=O)c1ccc(Br)s1)N1CCN(C(=O)c2ccco2)CC1	6	2	0.7	-4	-9	31	-13	0	0
CCC(=O)N1CCc2cc(S(=O)(=O)CCC(=O)Nc3nc(C)cs3)ccc21	-2	8	/	5	-1	/	6	-9	-6
O=C(NCCN1CCOCC1)Nc1ccccc1	0	-2	0.9	2	-9	14	3	6	13
COc1ccc(C(=O)NCCC(C)C)cc1S(=O)(=O)N1CCOCC1	9	0	0.7	-5	-14	30	-20	1	11
CC(NC(=O)CN(C1CCCCC1)S(C)(=O)=O)c1ccccc1 (stereo not drawn)	-2	4	/	2	-10	/	-24	-6	-3
Cc1ccc(-c2nnc(Nc3ccc4c(c3)nc(C)n4C)c3ccccc23)cc1	10	/	1	-6	-3	-4	48	8	6
Fc1ccc(-n2[nH]nnc2=S)cc1N1CCCC1	-4	6	0.5	2	-12	50*	-4	3	6
CCOC(=O)N1CCC(NC(=O)CCC(=O)N2CC(C)Oc3ccccc32)CC1 (stereo not drawn)	-6	6	0.9	3	-10	7	-27	1	5
Oc1ccc(-c2onc(C(F)(F)F)c2-c2cscn2)c(O)c1	4	5	2.3*	2	-11	-130	14	2	2
COc1ccc(CC(=O)NC(=S)Nc2ccc(S(=O)(=O)NC(C)(C)C)cc2)cc1	4	/	0.6	0	-2	43	-7	2	-5
Cn1c(SCC(=O)Nc2cccc(Br)c2)nnc1-c1cc2ccccc2o1	-8	1	0.6	11	-28	41	0	2	3
Cc1cc(NC(=O)c2ccc(N(C)S(=O)(=O)c3ccccc3)cc2)no1	6	6	0.6	-6	-13	37	8	2	4
COc1ccccc1N1CC(O)=C(c2nc3ccccc3c(=O)[nH]2)C1=N	-8	8	1.4	7	-5	-42	-2	2	11
CC(C)Sc1nnc(Nc2ccccc2)s1	5	/	0.4	-6	-9	59*	-18	2	6
Cc1ccc(Cl)cc1NC(=O)COC(=O)CC1CC2CCC1C2 (stereo not drawn)	6	/	1.2	-7	-14	-17	-14	7	14
CCCCc1nnc(NC(=O)CSc2nc(=O)cc(N)n2-c2cccc(C)c2)s1	3	4	1.1	-3	-13	-11	12	-3	3
CC1=Nc2ccc(C)c3nc(C)cc(c23)N1c1ccc(C)cc1	/	/	/	/	-11	/	-19	1	9
O=C(CCn1cccc1)Nc1nccs1	2	4	1.1	-1	-2	-9	10	-8	-2
CCOc1ccc(OCCSc2nc3ccccc3[nH]2)cc1	-18	-5	/	20	-8	/	-21	-2	3
Cc1onc(-c2ccccc2Cl)c1C(=O)NCCN1Cc2ccccc2C1=O	-8	/	0.4	5	-1	59*	-14	-4	3
CCOC(=O)C1CCCN(C(=O)c2ccc3c(c2)OCO3)C1 (stereo not drawn)	-2	4	/	2	-9	/	2	-8	4

Limited to PLK1 kinase inh, for 2 of the compounds above:
smiles | PLK1 kinase inh
COC(=O)Cc1cc(=O)n2[nH]c(SC)nc2n1 | -2
CCOC(=O)C1CCCN(C(=O)c2ccc3c(c2)OCO3)C1 (stereo not drawn) | -9
